Compound activity (PubChem BioAssay)
MBNL1 CUG block: blocks human MBNL1 binding to CUG repeat RNA. Potency, µM (highest dose often 57.5 µM), for inactives: at the top dose activity change, negative = inhibition, usual class: inhibitors. TR-FRET MBNL1-His/biotin-(CUG)12 binding, 665/545 ratio. 280,000 tested, 0.036% active. Q9NR56; active = well fitted inhibition curve with a large enough effect in the signal ratio, with a control signal flat, not every such curve was filed as active; inconclusive = small, poorly fitted or top-dose-only effect, or effect the other way, or a change in a side signal; inactive = no such curve, though single readings can be large or run the other way; the % refers to the signal ratio; also: potency is read from the fitted curve at half-maximal effect; % is scaled to controls: 0 for no effect and ±100 for the full control effect
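His-tagged MBNL1 binding to biotinylated (CUG)12 RNA was measured by TR-FRET using terbium anti-His antibody (0.055 ng/ul final) and streptavidin-XL665 (5 nM final). Compounds were titrated 92 nM to 58 uM; 60 min at room temperature.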
TCR activator: activates T cell receptor signaling; primary human leukocytes, anti-CD3, IL-2 HTRF, 48 h; 330,000 tested, under 10 active; Potency, µM (titrated, usually from 9.22 µM), inactives show at the highest dose activation of IL-2 secretion, usual class: activators; also: % of control where 0% means no effect
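Activity was scored as IL-2 release from primary human leukocytes given only a TCR signal (a-CD3 beads) plus compound for 48 hr. Detection used a two-antibody HTRF format read at 665nm.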
Menin MLL FP TR: displaces Texas Red mutant MLL peptide from human menin; Potency, µM (titrated, usually from 61.6 µM), for inactives: at the top dose FP activity change, negative = inhibition, usual class: inhibitors; AID 1768; O00255; Menin + Texas Red MLL mutant peptide, fluorescence polarization; 270,000 tested, 0.23% active; active = well fitted inhibition curve with a large enough effect in the polarisation, with a control signal flat, not every such curve was filed as active; inconclusive = small, poorly fitted or top-dose-only effect, or effect the other way, or a change in a side signal; inactive = no such curve, though single readings can be large or run the other way; the % refers to the polarisation; also: potency is read from the fitted curve at half-maximal effect; % of control where 0% means no effect; many of its hits are not listed in these tables
MLL CXXC-DNA inh: blocks binding of human MLL CXXC domain to DNA; Potency, µM (top dose mostly 115 µM), for inactives: at the top dose activity change, negative = inhibition, hits mostly inhibitors; MLL-CXXC / FITC-HOXA9 DNA fluorescence polarization; AID 2662; 290,000 tested, 0.037% active; Q03164; active = well fitted inhibition curve with a large enough effect in the polarisation, with a control signal flat, not every such curve was filed as active; inconclusive = small, poorly fitted or top-dose-only effect, or effect the other way, or a change in a side signal; inactive = no such curve, though single readings can be large or run the other way; the % refers to the polarisation; also: potency is read from the fitted curve at half-maximal effect
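Purified MLL-CXXC (added from a 7 uM solution) was preincubated 5 min at ambient with pinned compounds in 50 mM Tris-HCl pH 7.5, 50 mM NaCl, 1 mM DTT, 0.05% BSA. Fluorescein-labeled HOX-A9 DNA (50 nM solution) followed, 30 min, then polarization read.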
S-ASM inh: human S-ASM enzyme inhibition; P17405; placental ASM, HMU-PC fluorogenic substrate, 60 min; Potency, µM (series often up to 57.5 µM), for inactives: at the highest dose activity change, negative = inhibition, hits mostly inhibitors; 340,000 tested, 0.006% active; AID 504937; also: potency is read from the fitted curve at half-maximal effect
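qHTS format. ASM enzyme prepared from human placenta hydrolyses the fluorogenic substrate HMU-PC0 (9 uM final) over 60 min at 37 °C after a 10 min compound preincubation.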
Mito fusion act: blocks mitochondrial division or promotes mitochondrial fusion; S. cerevisiae fusion-defective mutant growth rescue, CellTiterGlo 48 h; Potency, µM (top dose mostly 46.1 µM), without a hit: top-dose growth rescue (activation), hits mostly activators; 320,000 tested, 0.23% active; AID 485298;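 also: potency is read from the fitted curve at half-maximal effect; % of control where 0% means no effect; nearly all actives have a fitted effect of over 45% in size; temperature-sensitive fusion mutants such as fzo1-1 at 37 °C on non-fermentable ethanol glycerol medium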
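S. cerevisiae fusion-defective temperature-sensitive mutants (e.g. fzo1-1, mgm1-5) grown 48 h at 37C in YPEG (ethanol/glycerol non-fermentable) medium with 23 nl compound per well; growth rescue read as CellTiterGlo luminescence.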
TSG101-PTAP inh: blocks PTAP/TSG101 interaction to inhibit HIV-1 budding. AID 493005. 340,000 tested, under 10 active. Potency, µM (highest dose often 115 µM), for the others: top-dose activity change, negative = inhibition, actives largely listed as inhibitors. Fluorescence polarization, FITC-PTAP peptide / Tsg101 binding; active = well fitted inhibition curve with a large enough effect in the main read-out, with a control signal flat, not every such curve was filed as active; inconclusive = small, poorly fitted or top-dose-only effect, or effect the other way, or a change in a side signal; inactive = no such curve, though single readings can be large or run the other way; also: potency is read from the fitted curve at half-maximal effect; % of control where 0% means no effect
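Tsg101 binding domain (10 uM final) was mixed with compound and a FITC-labeled PTAP peptide (50 nM final) in HEPES pH 7.5 buffer with NaCl, Tween 20, EDTA and TCEP; fluorescence polarization was read after 20 min at r.t.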
A-T KAP1 phos: potential ataxia-telangiectasia treatment. […] A-T fibroblasts, KAP-1 phosphorylation AlphaLISA; neocarzinostatin DNA damage 30 min before lysis. 320,000 tested, 0.19% active. Potency, µM (titrated, usually from 57.5 µM), for the others: top-dose activation, actives largely listed as activators; also: potency is read from the fitted curve at half-maximal effect; % of control where 0% means no effect; nearly all actives have a fitted effect of over 45% in size
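hTERT-immortalized A-T patient fibroblasts ([…]), 500 cells/well in OPTI-MEM, 1% FBS, got compounds for 60 min, then NCS for 30 min at 37C. Lysates were then assayed for phospho-KAP-1 by AlphaLISA (anti-pKAP1 donor, anti-KAP1 acceptor beads), 6 hr at 25C.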
TSHR antagonist: blocks TSH signaling through the human TSH receptor | P16473 | TSHR-expressing cells, TSH-stimulated cAMP HTRF, 2 h; stronger effect = lower value | activity change, negative = inhibition, % at 11.5 µM | 330,000 tested, 0.2% active;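 active = activity change below a set negative limit, meaning inhibition stronger than a set level, cut at about -70% in these data; inconclusive = activity change between two set negative limits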; also: % is scaled to controls: 0 for no effect and ±100 for the full control effect
Target sequence (P16473 whole entry, looked up): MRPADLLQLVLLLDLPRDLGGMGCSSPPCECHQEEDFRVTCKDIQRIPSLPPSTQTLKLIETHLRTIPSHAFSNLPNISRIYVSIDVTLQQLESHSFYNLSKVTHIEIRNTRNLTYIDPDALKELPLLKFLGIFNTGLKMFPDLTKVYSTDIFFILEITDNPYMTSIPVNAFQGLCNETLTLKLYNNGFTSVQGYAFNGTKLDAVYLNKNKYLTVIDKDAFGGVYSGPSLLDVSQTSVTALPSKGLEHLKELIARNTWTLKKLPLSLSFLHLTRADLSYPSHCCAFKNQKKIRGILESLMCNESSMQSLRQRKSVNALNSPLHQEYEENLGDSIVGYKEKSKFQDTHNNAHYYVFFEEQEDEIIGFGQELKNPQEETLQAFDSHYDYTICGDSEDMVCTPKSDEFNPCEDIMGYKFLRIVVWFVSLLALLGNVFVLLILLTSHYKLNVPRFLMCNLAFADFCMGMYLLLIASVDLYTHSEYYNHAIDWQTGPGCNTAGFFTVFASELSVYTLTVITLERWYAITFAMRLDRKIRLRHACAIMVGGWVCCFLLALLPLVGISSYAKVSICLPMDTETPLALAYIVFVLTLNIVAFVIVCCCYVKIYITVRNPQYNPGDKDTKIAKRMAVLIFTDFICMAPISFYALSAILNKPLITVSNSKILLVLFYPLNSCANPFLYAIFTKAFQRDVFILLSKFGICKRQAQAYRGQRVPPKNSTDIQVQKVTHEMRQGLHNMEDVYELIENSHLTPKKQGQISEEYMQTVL
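TSHR-expressing cells were treated with compounds, then stimulated with TSH at EC80 (4nM final) for 2 hours at 37 deg C. Cellular cAMP was measured by HTRF competition between lysate cAMP and cAMP-d2 for a cryptate-labelled anti-cAMP antibody.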
Integrin act MD: activates integrin-mediated alleviation for muscular dystrophy; alpha7betagal myoblasts, beta-gal FDG fluorescence, 48 h; Potency, µM (top dose mostly 38.3 µM), for inactives: at the top dose activation, usual class: activators; 350,000 tested, 0.064% active;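 also: potency is read from the fitted curve at half-maximal effect; 100% = response of the positive control SU9516; nearly all actives have a fitted effect of over 60% in size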
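Alpha7betagal+/- myoblasts (passage 13) were plated 16-24 hr, then exposed to compounds (1:260 dilution of DMSO stock) for 48 hours at 37C. After MPER lysis, β-galactosidase reporter activity was read as FDG fluorescence (ex 480/em 540) after 30 minutes.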
An asterisk follows results filed as active; ? = inconclusive; . = no result given; [ ] = dose if it differs, or a comment. Unless noted, calls follow the shape of the dose curve; as a rule, active = well fitted curve in the direction sought with a large enough effect; inconclusive = small, poorly fitted or top-dose-only effect, or another doubt; inactive = no such curve, though single readings can be large; an effect the other way counts as inactive or inconclusive. Only part of the results is shown, so the mix of outcomes need not match the whole.

#	SMILES	MBNL1 CUG block	TCR activator	Menin MLL FP TR	MLL CXXC-DNA inh	S-ASM inh	Mito fusion act	TSG101-PTAP inh	A-T KAP1 phos	TSHR antagonist	Integrin act MD
1	CCN(CC(=O)Nc1c(F)cccc1F)C(=O)CCc1nc2cc(S(=O)(=O)N(C)C)ccc2n1CC	2%	0%	.	0%	-1%	-1%	1%	2%	1	-18%
2	CCCS(=O)(=O)N1CCN(Cc2c[nH]c3ccccc23)CC1	-9%	1%	17%	14%	2%	8%	1%	1%	-1	19%
3	COc1cc(CC(=O)Nc2ccc(S(=O)(=O)Nc3ncccn3)cc2)cc(OC)c1OC	1%	-6%	6%	1%	-2%	2%	-5%	0%	1	-26%
4	O=C(/C=C/c1ccccc1[N+](=O)[O-])NCCCN1CCCC1=O	?	-3%	.	14%	-4%	-2%	-2%	-12%	-1	-12%
5	CC1CN(CC(=O)N2CCc3[nH]c4ccccc4c3C2)CC(C)O1 (stereo not drawn)	6%	-2%	2%	5%	19%	1%	0%	9%	-5	6%
6	COc1ccc(/C=C/C(=O)N(Cc2ccccc2)c2ccccn2)cc1OC	8%	-5%	-3%	31%[activator]	4%	4%	-2%	4%	-30	-7%
7	Cc1ccc(C(=O)N(C)c2nnc(-c3ccncc3)s2)cc1	-5%	-1%	-2%	40%[activator]	-6%	2%	-1%	2%	2	6%
8	CC(=O)Nc1ccc(S(=O)(=O)NCCC(=O)OCC(=O)c2ccc(Br)cc2)cc1	.	-3%	.	.	.	-5%	-1%	2%	-5	0%
9	CCCCOc1ccc(CSC(=N)N)cc1[N+](=O)[O-]	18%	9%	-1%	-3%	-7%	2%	-1%	-6%	6	-36%
10	CC(CCC(=O)O)C1CCC2C3C(O)CC4CC(O)CCC4(C)C3CC(O)C12C (stereo not drawn)	3%	-1%	-1%	-7%	4%	1%	-2%	9%	0	.
11	O=C1CN(C(=O)N[C@@H](Cc2ccccc2)C(=O)N[C@@H](Cc2ccccc2)C(=O)O)c2ccccc2N1	-9%	2%	-3%	-2%	-1%	1%	-4%	4%	-12	22%
12	CN(C)Cc1nnnn1-c1ccccc1	.	0%	.	0%	0%	-5%	-2%	4%	3	-2%
13	CCOc1ccc(C(=O)Cc2cc3cccc(OC)c3oc2=O)cc1	18%	0%	?	9%	-2%	4%	-4%	-3%	1	-2%
14	CCC(c1nnnn1Cc1ccco1)N(Cc1cc2cc(C)cc(C)c2[nH]c1=O)CC1CCCO1 (stereo not drawn)	7%	3%	-3%	-2%	4%	5%	-3%	4%	-8	-11%
15	O=C(CSc1nnc(NC(=O)c2c(F)cccc2Cl)s1)Nc1ccccc1F	1%	-1%	.	-1%	-7%	1%	-7%	10%	-11	?
16	Cc1ccc(CNCC(O)(c2ccccc2)c2ccccc2)cc1	3%	-5%	?	-3%	-1%	-31%	-3%	-4%	2	3%
17	CC(C)(C)CN1C(=O)C(=O)NC[C@@H]1Cc1ccc(O)cc1	3%	2%	.	-1%	5%	9%	-5%	-19%	9	4%
18	COc1ccc(CN2CC(C(=O)NC3CCCCC3)CC2=O)cc1 (stereo not drawn)	0%	2%	.	-3%	-1%	-14%	-2%	0%	11	-2%
19	O=C1CC(c2ccc(F)cc2)CC2=C1C(c1ccc([N+](=O)[O-])o1)Nc1ccccc1N2 (stereo not drawn)	.	0%	.	-4%	-5%	0%	-4%	-5%	-7	-4%
20	COc1ccc(-c2nc3n(c(=O)c2C#N)CCCS3)cc1	?	0%	-1%	4%	0%	-11%	-14%	.	-12	15%
21	COc1cc(OC)cc(C(=O)NNC(=S)Nc2ccccc2OC)c1	-1%[11.5 µM]	-1%[46.1 µM]	25%	3%	1%	-7%	-2%	-4%	24	?
22	CCOC(=O)C1CCCN(c2c(NCCCN(C)c3ccccc3)c(=O)c2=O)C1 (stereo not drawn)	0%	4%	-5%	3%	4%	-8%	-7%	3%	1	-12%
23	CCOC(=O)C(=CNc1ccc(O)c(C(=O)OC)c1)C(=O)OCC	.	3%	.	.	4%	.	0%	.	.	6%
24	Cc1nn(-c2ccccc2)c(N2CCCC2)c1/C=N/NC(=O)c1cccc(S(=O)(=O)Nc2ccc(Cl)cc2)c1	.	-2%[46.1 µM]	4%	1%	-12%	-4%	-4%	0%	-16	-3%
25	CN1CCN(c2nc(NCCOC34CC5CC(CC(C5)C3)C4)nc(OCC(F)(F)F)n2)CC1	-5%	3%	-9%	0%	-3%	0%	-2%	10%	20	-15%
26	O=C(Nc1nccc(-c2cccs2)n1)c1cccs1	15%	3%	10%	14%	0%	2%	-4%	5%	9	-5%
27	O=C(NCc1ccco1)C1CC(c2ccc(C(F)(F)F)cc2)=NO1 (stereo not drawn)	.	0%	.	.	0%	.	0%	.	.	8%
28	O=C(Cn1nc(-c2ccc(Cl)cc2)c2ccccc2c1=O)NCC1CCCO1 (stereo not drawn)	-7%	.	-12%	-4%	-3%	-2%	-6%	-1%	3	5%
29	Cc1nn(-c2ccccc2)nc1C(=O)OCC(=O)N1CCCCC1C (stereo not drawn)	.	-2%	.	.	0%	.	3%	10%	10	22%
30	CCC(=O)NC(Nc1sc2c(c1C(=O)OC)CCCC2)(C(F)(F)F)C(F)(F)F	-4%	-6%	-11%	-1%	9%	3%	-6%	0%	25	-1%
31	CC1(c2ccccc2)NC(=O)N(CC(=O)NCc2cccc(Cl)c2)C1=O (stereo not drawn)	1%	-29%	4%	26%	6%	4%	0%	8%	42	-3%
32	Cc1cc(C)c(C)c(S(=O)(=O)N2CCCCC2C(=O)O)c1C (stereo not drawn)	-8%	-4%	9%	0%	-2%	-2%	-4%	1%	10	0%
33	Cc1ccccc1CC(=O)N1CCCc2ccccc21	5%	0%	-13%	-9%	4%	-2%	-1%	5%	-2	14%
34	O=C1/C(=C\c2ccc(Cl)c(Cl)c2)CN(C(=O)CCN2CCOCC2)C/C1=C/c1ccc(Cl)c(Cl)c1	.	3%	.	.	?	.	1%	.	.	-53%[inhibitor]
35	CCn1c2ccccc2c2cc(NC(=O)CN3CCCC3)ccc21	1%	1%	-19%	-7%	0%	-24%	-5%	8%	6	0%
36	O=C(CSc1nc2scc(-c3ccccc3)c2c(=O)[nH]1)Nc1ccccc1	15%	6%	.	?	0%	-2%	2%	6%	-19	-9%
37	C=CCc1cccc(CNc2c(C)cc(C)cc2C)c1O	-3%	0%	6%	1%	-7%	-12%	1%	-3%	7	-16%
38	CCOc1ccc(NC(=O)CN(C)C(=O)C2(c3ccccc3)CC2)cc1OCC	.	-5%	.	.	4%	2%	3%	2%	-5	-2%
39	COc1cccc(-c2cc(C(=O)Nc3ccn(Cc4ccc(C)cc4)n3)no2)c1	0%	10%	-15%	-2%	-3%	-3%	-4%	6%	-43	18%
40	C=CCN1C(=O)C(CC(=O)O)SC1=Nc1ccc(C)cc1 (stereo not drawn)	-9%	-1%	5%	-17%	3%	-3%	0%	1%	-11	-38%
41	O=C(CCNS(=O)(=O)c1cccc2nsnc12)NCCc1ccccc1	?	-4%	17%	6%	110%[activator]	2%	-3%	-6%	6	-4%
42	Cc1cc2c3c(c1)C1(SCC(=O)N1c1ccc(F)cc1)C(=O)N3C(C)(C)CC2C (stereo not drawn)	-4%	.	?	-3%	-7%	5%	-5%	3%	-21	14%[7.66 µM]
43	NC1=NC(=O)C2(COC(c3cccnc3)OC2)S1 (stereo not drawn)	-7%	-1%	7%	-5%	4%	16%	-3%	2%	5	6%
44	C[C@H](N)c1nnc(SCC(N)=O)o1	-2%	3%	.	0%	1%	0%	0%	14%	-6	-1%
45	COc1ccc(N2C(=O)N[C@@H](Cc3ccccc3)C2=O)cc1OC	2%	9%	-3%	17%	7%	7%	-4%	-6%	1	1%
46	CCn1ncc(NC(=S)NCCc2ccccc2)c1C(N)=O	-4%	-2%	0%	8%	1%	-8%	0%	3%	19	37%
47	CS(=O)(=O)Nc1ccccc1C(=O)N1CCOCC1	9%	0%	-13%	-1%	3%	-2%	-1%	.	.	8%
48	CCc1cccc(C)c1NC(=O)CC(C)(C)CC(=O)O	-10%	-6%	.	0%	0%	0%	0%	-6%	4	28%
